SSB-PriA inh – inhibitors of Klebsiella pneumoniae PriA binding to SSB C-terminal tail, primary screen, biochemical, AlphaScreen. AlphaScreen SSBct-PriA binding, biotinylated peptide. inhibition, % at 33 µM. 0.6% of 430,000 active; in the data active = inhibition mostly above about 37%, no sharp cut-off; inactive = mostly below about 20%;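 also: plate controls were negative control peptide for no effect and reference peptide for full effect; strong numbers were not always called active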
An asterisk follows results filed as active; & = joins results of further samples. A portion of the library. The share of hits here may be higher or lower than overall.

SMILES	SSB-PriA inh
CC(C)(Oc1ccc(Cl)cc1)C(=O)N1CCC(c2cccs2)CC1	-11.0
O=C(NN=Cc1cccc([N+](=O)[O-])c1)c1cccs1	-1.9
COc1cc(/C=N\NC(=O)CNC(=O)c2ccccc2Cl)ccc1O	10.0
COc1ccc2sc(N(Cc3cccnc3)C(=O)c3ccccc3Cl)nc2c1	3.0
COC(=O)c1ccccc1C(=O)N(Cc1ccccn1)c1nc2c(OC)ccc(C)c2s1	23.0
O=C(Nc1ncc(Cc2ccccc2F)s1)C1=Cc2ccccc2OC=C1	-7.0
S=C(NCc1ccco1)SCc1cn2ccccc2n1	17.0
O=C(Cc1noc2ccccc12)N1CCSC(c2ccccc2Cl)CC1 (stereo not drawn)	-11.0
CN1C(=O)c2cccc(NC(=O)C3CCN(S(=O)(=O)c4cccs4)CC3)c2C1=O	-8.0
COCCn1cc(C(=O)Nc2cccc(C)n2)c2nn(-c3ccccc3)c(=O)c-2c1	-2.0
O=C(NNC(=O)c1cccn(Cc2ccc(F)cc2)c1=O)c1ccc(F)c(F)c1	-6.0
COc1ccc(N2CCN(C(=O)C3CCN(c4ccc(-c5ccc(Cl)cc5)nn4)CC3)CC2)cc1	-21.0
c1ccc(-c2nnc3c4ccccc4c4ccccc4c3n2)nc1	81.0*
Cn1cccc(C(=O)N2Cc3cnc(N4CCOCC4)nc3C2)c1=O	18.0
COc1cc(C=NNC(=O)CC2C(=O)NN=C2C)ccc1O (stereo not drawn)	-2.1
COC(=O)c1ccc(Cn2nc(C3CC3)c3cnn(-c4cccc(Cl)c4)c3c2=O)o1	-14.0
O=C(NCCOc1ccc(-c2ccc(F)cc2)nn1)c1cccc(Cl)c1	-17.0
COc1ccc(NC(=O)NCC(c2ccc3c(c2)CCCN3C)N2CCCC2)cc1OC (stereo not drawn)	25.0
COc1ccc(S(=O)(=O)Nc2ccc3c(c2)N(C(C)=O)CC3)cc1F	-10.0
COc1ccc(N(C)S(=O)(=O)c2ccsc2-c2nc(-c3cccc(C)c3)no2)cc1Cl	1.0
O=C1CN(C(=O)CCCS(=O)(=O)c2ccc(Cl)cc2)c2ccccc2N1	-10.0
COc1ccc(CN2CCN(c3ncnc4scc(-c5ccc(Cl)cc5)c34)CC2)cc1F	1.0
Cn1nc(C2CC2)c2cnn(-c3ccc(F)cc3)c2c1=O	1.0
CN(C)c1ccc(CCCNS(=O)(=O)c2ccc3ccccc3c2)cc1	-9.0
COc1ccc(NS(=O)(=O)c2cccc(C)c2)cc1	-7.0

4 compounds drawn at random from those above, as already listed:
SMILES	SSB-PriA inh
CN(C)c1ccc(CCCNS(=O)(=O)c2ccc3ccccc3c2)cc1	-9.0
COc1ccc(S(=O)(=O)Nc2ccc3c(c2)N(C(C)=O)CC3)cc1F	-10.0
O=C(Cc1noc2ccccc12)N1CCSC(c2ccccc2Cl)CC1 (stereo not drawn)	-11.0
COc1ccc(NC(=O)NCC(c2ccc3c(c2)CCCN3C)N2CCCC2)cc1OC (stereo not drawn)	25.0

New compounds follow.
SMILES	SSB-PriA inh
Cc1ccc(N2C[C@@H](C(=O)NCc3cc(-c4ccncc4)n(C4CCCC4)n3)CC2=O)cc1	-5.0
CCCCc1ccc(NC(=O)CSc2cn(CC)c3ccccc23)cc1	-5.0
CCC(=O)N1CCc2ccc(NS(=O)(=O)c3ccc(Cl)cc3)cc2C1	0.0
O=C(CN1C(=O)CSC1=S)NNC(=O)c1ccncc1	-18.0
Cc1ccc(-c2csc3nc(SCC(=O)Nc4c(C)cccc4C)n(-c4ccccc4)c(=O)c23)o1	-1.0
CCCCC(=O)Nc1cccc2c1C(=O)N(C)C2=O	-16.0
COc1cccc2sc(N3CC(OC(=O)C4CCN(S(C)(=O)=O)CC4)C3)nc12	4.0
COCc1nc2ccccc2[nH]1	-5.0&-3.0
CC(C)(C)C(=O)N1CCc2ccc(NC(=O)NCCOc3ccccc3)cc21	7.0
COc1cccc(CNC(=O)c2cn[nH]n2)c1OC	-10.0
COc1ccccc1N1CCN(C(=O)CCc2csc(NC(=O)c3ccccc3)n2)CC1	14.0
CN(C)c1cccc(C(=O)NCCn2nc(-c3ccncc3)cc2C2CC2)c1	15.0
CCn1cc(-c2nc(-c3ccccn3)no2)c(=O)c2cc(F)c(N3CCC(C)CC3)cc21	-14.0
COC(=O)c1sc(-c2ccccc2)cc1NC(=O)c1ccccc1I	-9.0
O=C(CSc1nccn2nc(-c3ccccc3)cc12)Nc1ccc(Br)cc1	-9.0
CCCOc1ccc(S(=O)(=O)NCc2ccsc2)cc1C	-17.0&-9.0
Cc1cc(O)c(C(c2cccnc2)c2c(O)cc(C)oc2=O)c(=O)o1	-15.0
Cc1oncc1C(=O)NCc1ccc(C(=O)c2ccco2)s1	2.0
CCSc1ccc(Cc2nnc(NC(=O)c3ccc(N4C(=O)CCC4=O)cc3)o2)cc1	-9.0&-1.0
O=C(NCCc1ccccc1)C(=NO)c1ccccc1	-1.2
COc1cc(COCC2CCN(S(=O)(=O)/C=C/c3ccccc3)CC2)cc(OC)c1	-25.0
CCn1c(=NC(=O)c2ccc(C(=O)OC)cc2)sc2cc(F)cc(F)c21	-11.0
O=C(c1nc2ccccc2s1)N1CCC(Oc2cccc3cccnc23)CC1	1.0
CCc1cc(C(=O)OC)c(NC(=O)C2SC(=Nc3ccccc3)N(c3ccccc3)C2=O)s1 (stereo not drawn)	11.0
O=C(NN=Cc1c(O)ccc2ccccc12)c1ccc(O)cc1	-1.3
(listing goes on)
SMILES	SSB-PriA inh
Cc1ccc(NC(=O)CS(=O)(=O)c2cccs2)cc1F	2.0
O=C1OC2(CCCN(C(=O)Cn3ccc4ccccc43)C2)c2ccccc21 (stereo not drawn)	-16.0
COc1ccc(Br)c(C(=O)N2CCc3cnc(N4CCOCC4)nc3C2)c1	-3.0
COc1cccc(C(CNS(=O)(=O)c2ccccc2F)OC)c1 (stereo not drawn)	4.0
O=C(CSc1nccn1Cc1ccc2c(c1)OCO2)Nc1ccccc1F	14.0
CC(=O)c1ccc(NS(=O)(=O)c2cccc(C(F)(F)F)c2)cc1	-16.0
CC(=NNC(=S)Nc1cccc(C)c1)c1ccccc1	3.3
COc1ccc(Cl)c2sc(N3CCN(C(=O)CSc4ccc(F)cc4)CC3)nc12	17.0
CS(=O)(=O)N1CCC2(CC1)CC(=O)c1ccccc1O2	-10.0
Cc1ccc(S(=O)(=O)NCCOc2ccc3nnc(-c4ccc(F)cc4)n3n2)s1	5.0
Cc1cccc(C)c1NC(=O)C(=O)NCC1CCN(C2CCCC2)CC1	-12.0
Cc1[nH]c(=O)[nH]c(=O)c1CCC(=O)Nc1ccc(C(F)(F)F)cc1	-2.0
Cn1nc(CNC(=O)CSCc2ccccc2)cc1-c1ccco1	6.0
CNC(=O)C(=O)NN=Cc1ccc(Br)cc1	-9.2
CCOC(=O)c1c(NC(=O)c2ccc(Cl)cc2Cl)sc2c1CCC2	-6.0&9.0
CN(C)S(=O)(=O)c1ccc(C(=O)NCCS(=O)(=O)N2CCc3ccccc3C2)cc1	-9.0
O=C(/C=C/c1ccco1)NCCc1csc2nc(-c3ccc(F)cc3)nn12	6.0
O=C(N/N=C\c1ccc(OC(=O)c2ccco2)cc1)c1cc[n+]([O-])cc1	24.0
CCOc1ccccc1NC(=O)COc1ccccc1C(C)C	-51.0
CC(Cc1ccoc1)NC(=O)Nc1c(F)cccc1F (stereo not drawn)	9.0
O=C(NCCn1ncc2c(=O)n(Cc3cccc(F)c3)cnc21)c1ccc2ccccc2c1	-12.0
CC(C)(C)c1ccc(C(=O)N2CCN(C(=O)c3ccc(C(C)(C)C)cc3)CC2)cc1	-1.0
Cc1noc(Cc2ccccc2NC(=O)C2CCN(S(C)(=O)=O)CC2)n1	-5.0
CCOc1ccccc1-c1noc(Cn2cnc3c(nnn3Cc3ccc(Cl)cc3)c2=O)n1	23.0
COc1ccccc1-c1nnc2ccc(OCCNC(=O)c3ccc(F)c(F)c3)nn12	11.0
Remaining list, next part:
SMILES	SSB-PriA inh
CCCN1CCCc2cc(CCNC(=O)COc3ccccc3)ccc21	95.3*
COc1ccc2nc(-c3ccc(C)c(NS(=O)(=O)c4cccc(Cl)c4)c3)cn2n1	12.0
CCOc1ccc(-n2nnnc2CNC(=O)Nc2ccccc2Cl)cc1	-2.0
O=C(Cc1ccccc1Cl)Nc1ccccc1Cc1nc(-c2cccs2)no1	-3.0
O=C(c1cccc(Br)c1)N(CCc1cccs1)Cc1ccoc1	-4.0
NC(=O)c1c(N=Cc2cccs2)sc2c1CCCC2	-0.8
O=C(Cn1c2ccc(F)cc2c2ncn(Cc3ccccc3)c(=O)c21)Nc1cccc(Br)c1	-16.0
CC(=O)N1CCc2ccc(NS(=O)(=O)CCc3ccccc3)cc2C1	8.0
CCOC(=O)c1nn(-c2ccccc2C)c(=O)cc1OCC(=O)Nc1cccc2ccccc12	-5.0
O=C(Nc1ccc(Br)cc1)N1C[C@H]2C[C@H](C1)c1cccc(=O)n1C2	-9.5
Cc1ccc2sc(N3CCN(C(=O)c4ccn(C)n4)CC3)nc2c1C	7.0
COc1ccccc1OCC(=O)NC[C@H](OC)c1ccccc1Cl	-7.0
Cc1ccc(=O)n(CC(=O)N2CCN(c3ccc(F)cc3)CC2)n1	-11.0
CCn1ccc(C(=O)Nc2nc(-c3cc(Cl)ccc3Cl)cs2)n1	-19.0
Cc1cc(C)c(C)c(S(=O)(=O)NCC(=O)N2CCN(c3ccccc3)CC2)c1C	1.0
O=C(NN=Cc1cc([N+](=O)[O-])ccc1N1CCCCCC1)c1ccccn1	6.5
O=C(NN=Cc1ccccc1C(=O)O)c1cc(-c2ccc3c4c(cccc24)CC3)n[nH]1	-11.8
COC1(CNC(=O)NCc2cccs2)CCSC1 (stereo not drawn)	1.0
Cc1ccc(/C=N\NC(=O)CNC(=O)c2ccc(Cl)cc2Cl)o1	-11.0
O=C(CSc1ccccn1)NN=Cc1cc([N+](=O)[O-])ccc1O	10.4
Cc1ccc(S(=O)(=O)Nc2ccc3c(c2)NC(=O)C(C)(C)CO3)cc1	6.0
CC(=O)Nc1ccc(S(=O)(=O)Nc2ccc3c(c2)C(=O)NCCO3)cc1	7.0
CCN(CC)c1ccc(/C=N\NC(=O)CNC(=O)c2cccc([N+](=O)[O-])c2C)cc1	5.0
COc1ccc(-c2nc(CCNC(=O)COc3ccccc3)cs2)cc1OC	-6.0&-3.0
CCc1cccc2sc(N(CCN(C)C)C(=O)c3ccnn3C)nc12	4.0

An excerpt of these results, field by field.
COCc1nc2ccccc2[nH]1
  SSB-PriA inh: -5.0&-3.0

CC(C)(C)C(=O)N1CCc2ccc(NC(=O)NCCOc3ccccc3)cc21
  SSB-PriA inh: 7.0

COc1cccc(CNC(=O)c2cn[nH]n2)c1OC
  SSB-PriA inh: -10.0

COc1ccccc1N1CCN(C(=O)CCc2csc(NC(=O)c3ccccc3)n2)CC1
  SSB-PriA inh: 14.0

Continued.
SMILES	SSB-PriA inh
Cc1cc(NC(=O)C(=O)NCC2CCN(c3nc4ccccc4s3)CC2)no1	-43.0
Cc1oncc1C(=O)Nc1ccc2c(c1)C(=O)Nc1ccccc1O2	-1.0
COCc1cc(=O)[nH]c(N=C(N)Nc2ccc(C)cc2)n1	-18.8
COc1cccc(C(=O)C(C#N)=NNc2cccc(-c3ccnc(C)n3)c2)c1	1.6
CC(C)(C)c1ccc(NC(=O)NCCn2nc(-c3cccnc3)ccc2=O)cc1	-11.0
O=C(NCc1ccncc1)C(=O)Nc1ccc(F)c([N+](=O)[O-])c1	-6.0
CCOc1ccc(-c2cc(=O)n(CC(=O)Nc3cc(C)on3)cn2)cc1	-23.0
CCOc1ccc(C=NOCC(=O)NCc2ccco2)cc1	12.1
O=C(NCc1nc2ccccc2[nH]1)c1c[nH]c(=O)n(Cc2ccco2)c1=O	4.0
CCOc1ccc(S(=O)(=O)Nc2ccc3c(c2)CCCN3C(=O)c2ccccc2)cc1C	-8.0
O=C(Nc1ccc(S(=O)(=O)Nc2nccs2)cc1)c1ccccc1Oc1ccccc1	-5.0
Cn1nc(-c2cccc(NS(=O)(=O)c3ccc(Cl)s3)c2)ccc1=O	1.0
Cn1c(C(F)(F)F)nn(CCNC(=O)COc2ccccc2)c1=O	-1.0
CC(=O)c1ccc(CN)cc1	0.0
COCCOC(=O)C1=C(C)OC(=N)C(C#N)[C@H]1c1ccc(Br)cc1 (stereo partly drawn)	4.0
COc1ncccc1C(=O)NCc1cccnc1-c1cccs1	1.0
Oc1cc(CN2CCCCCC2)c(O)cc1CN1CCCCCC1	-11.0
CCOc1ccccc1NC(=O)N1CCC(COCc2ccc(F)cc2)CC1	-16.0
NCCn1ncccc1=O	-4.0
O=C(CCCn1nc(-c2ccco2)ccc1=O)Nc1cccc(Cl)c1	-1.0
C[C@@H]1Oc2ccccc2CN(CCc2cccs2)C1=O	-2.0
CS(=O)(=O)c1ccc([N+](=O)[O-])c(NCCCC(=O)O)c1	8.0
O=C(COc1ccc(Cl)cc1Cl)N1CCN(CCN2C(=O)c3cccc4cccc(c34)C2=O)CC1	-9.0
CC(C)(C)c1csc(CN2CCN(S(=O)(=O)CCN3C(=O)CCCC3=O)CC2)n1	-13.0
CN(C)CC1CSCCCN1C(=O)Cc1ccccc1Cl (stereo not drawn)	11.0
COC(C)(CNC(=O)C1CC=CCC1)c1ccccc1F (stereo not drawn)	-12.0
CC(C)C(NC(=O)c1ccc2c(c1)OCO2)C(=O)NN=Cc1ccco1 (stereo not drawn)	-3.1
Cc1[nH]c(=O)n(C)c(=O)c1CCC(=O)NCc1ccc2c(c1)OCO2	-9.0

Exported in CSV form: four of the compounds above
smiles,SSB-PriA inh
O=C(NCc1nc2ccccc2[nH]1)c1c[nH]c(=O)n(Cc2ccco2)c1=O,4.0
CCOc1ccc(C=NOCC(=O)NCc2ccco2)cc1,12.1
COc1cccc(C(=O)C(C#N)=NNc2cccc(-c3ccnc(C)n3)c2)c1,1.6
CC(C)(C)c1csc(CN2CCN(S(=O)(=O)CCN3C(=O)CCCC3=O)CC2)n1,-13.0

Source: PubChem BioAssay (Small Molecule Screening Facility, UW Madison)
